Screens from PubChem BioAssay.
Peg3 prom inh: inhibitors of Peg3 promoter; inhibition, % at 20 µM; actives 1.7% (n = 360,000); HeLa PEG-Prom luciferase reporter, luminescence, overnight;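 active = inhibition of at least 50% at 20 µM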
NR2E3 ag-1: activates human photoreceptor nuclear receptor NR2E3 | Q9Y5X4 | GST-NR2E3/biotin-RetCOR TR-FRET, 1536-well | inhibition of corepressor binding, % at 4.78 µM | actives 0.12% (n = 320,000) | AID 2300;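 active = percent inhibition above the cutoff of mean plus 3 SD of all tested compounds, set per screening campaign, cut at about 20% in these data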;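 note: 0% = DMSO wells and 100% = biotin wells as full block of FRET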
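Test system – NR2E3–RetCOR corepressor complex · Quantity – NR2E3 fusion 1.35 nM · Buffer or medium – Tris pH 7.5 · Incubation – Compound–protein incubation for 5 h at 4 °C · Technique – TR-FRET, Eu(K)-anti-GST donor, streptavidin-D2 acceptor, ex 340, em 617/671 nm · Evaluation – percent inhibition of 671/617 nm emission ratio versus biotin and DMSO controls · Plate – 1536-well format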
CaV13 ICDI inh: Disruptors of the CACNA1D IQ motif to Ca2+-dependent inactivation inhibitor domain association, primary screening, Förster resonance energy transfer in intact living …. actives 0.098% (n = 340,000). AID 743397. HEK cells, CFP/YFP FRET ICDI-IQ, plate reader, 10 min; percent FRET-ratio fall versus neutral wells. inhibition, % at 12.3 µM;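 active = mean replicate inhibition of at least 30% and at least 1% of replicates passing that level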;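 note: 0% = median of the neutral control wells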
Shn3 inh set2: Schnurri-3 reporter inhibition in Clone20 osteoblasts; inhibition, % at 12.5 µM; actives 0.52% (n = 360,000); Clone20 osteoblast Shn3 3'UTR firefly luciferase, 24 h;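 active = mean inhibition of at least 75% with every replicate also reaching 75%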;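 note: 0% = median of neutral control wells and 100% = pilot-screen positive control compound; some compounds past the cut are filed as inactive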
PDI turbidity: blocks human protein disulfide isomerase activity. P07237. AID 588391. actives 0.052% (n = 350,000). PDI insulin aggregation turbidity, A650, 90 min. inhibition, % at 10 µM;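 active = mean inhibition across replicates of 30% or more, whatever share of single replicates reach that level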;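 note: absorbance from insulin aggregation driven by PDI reduction with DTT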
Target sequence (P07237 whole entry, looked up): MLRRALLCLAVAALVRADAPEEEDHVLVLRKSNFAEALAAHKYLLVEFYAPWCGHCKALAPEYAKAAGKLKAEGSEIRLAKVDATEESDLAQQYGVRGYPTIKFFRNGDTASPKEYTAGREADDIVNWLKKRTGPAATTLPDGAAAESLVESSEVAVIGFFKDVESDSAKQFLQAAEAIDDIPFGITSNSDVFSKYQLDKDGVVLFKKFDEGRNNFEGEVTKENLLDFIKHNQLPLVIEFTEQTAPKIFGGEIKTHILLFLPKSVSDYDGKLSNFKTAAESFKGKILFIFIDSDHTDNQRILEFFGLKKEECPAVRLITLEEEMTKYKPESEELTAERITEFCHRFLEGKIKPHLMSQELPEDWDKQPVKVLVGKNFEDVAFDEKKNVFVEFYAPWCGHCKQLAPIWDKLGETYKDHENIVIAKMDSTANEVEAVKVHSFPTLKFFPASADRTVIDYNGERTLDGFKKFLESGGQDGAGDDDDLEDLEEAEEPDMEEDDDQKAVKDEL
MITF TRPM1 inh: MITF TRPM1 promoter inhibition in SK-MEL-5 cells. actives 0.83% (n = 330,000). SK-MEL-5 TRPM1 promoter luciferase, 24 h. AID 488899. inhibition, % at 12.5 µM;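 active = mean inhibition across replicates of 60% or more, whatever share of single replicates reaches that level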; note: values of inactives mirror those of a sister screen read the other way
Vif imaging: inhibitors of HIV Vif; HEK293T cells, Vif self-association by quenched fluorescence, imaging, 24 h; inhibition, % at 7.49 µM; actives 0.35% (n = 340,000); in the data active = inhibition above about 50%, passing the limit was not always enough; note: some results filed as inactive read as strong as hits
HIF-2a block: inhibitors of HIF-2a; 786-0 RCC cells HIF-2a reporter, luciferase luminescence, overnight; inhibition, % at 18.8 µM; actives 0.72% (n = 360,000);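 active = inhibition of the luminescence signal of 40% or more relative to plate controls, in a single-dose primary screen at 18.75 µM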
CF NFkB block: inhibitors of cystic fibrosis induced NF-kB. KKLEB NF-kB-GFP reporter, PAF-induced, GFP fluorescence overnight. actives 0.86% (n = 360,000). inhibition, % at 5 µM. AID 588850;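 active = at least 50% inhibition at 5 µM, scaled per plate between neutral and stimulator controls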;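 note: PAF is a Pseudomonas aeruginosa culture filtrate used as stimulus; plate controls were PAF-stimulated DMSO wells for no effect and unstimulated DMSO wells for full effect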
KKLEB tox: counter-screen for CF NF-kB inhibitors: cytotoxicity; actives 0.36% (n = 360,000); activity change (cytotoxicity), % at 5 µM; KKLEB CF airway cells viability, ATPlite luminescence, overnight; hits give low values; cells stimulated with P. aeruginosa culture filtrate;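 active = corrected activity change at or below -50% at 5 µM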
NR2E3 ag-2: activates human NR2E3 receptor. Q9Y5X4. CHO-S Gal4-NCOR/VP16-NR2E3 two-hybrid, luciferase. inhibition of corepressor binding, % at 3.98 µM. actives 0.35% (n = 360,000). AID 602229;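 active = inhibition above the mean of all tested compounds plus 3 SD, cut at about 70% in these data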;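 note: 0% = DMSO with NR2E3 transfected cells and 100% = cells lacking NR2E3 construct; higher means lower luciferase signal from less NR2E3 corepressor binding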
Numbers without * were called inactive; nt = not tested or not shown.

entry	SMILES	Peg3 prom inh	NR2E3 ag-1	CaV13 ICDI inh	Shn3 inh set2	PDI turbidity	MITF TRPM1 inh	Vif imaging	HIF-2a block	CF NFkB block	KKLEB tox	NR2E3 ag-2
1	O=C(COC(=O)CNC(=O)c1ccco1)Nc1ccc(Cl)cn1	17	1	-5	18	-9	6	-2	10	10	-4	-16
2	O=C1CCCc2ccccc2N1Cc1ccccc1	25	2	-3	-5	9	1	-3	18	1	-7	-18
3	CN(C)S(=O)(=O)c1ccc(N2CCCC2)c(C(=O)Nc2cccc(F)c2)c1	8	3	-3	-7	1	11	10	16	14	1	-2
4	CC(C)N(C(=O)C(=O)c1cccn1-c1ccccc1C#N)C(C)C	3	-1	-4	19	0	4	-3	5	-1	1	7
5	CN(Cc1ccccc1)S(=O)(=O)c1ccc(Cl)c(C(=O)OCC(N)=O)c1	18	-2	-2	9	-3	8	-7	17	-5	4	-2
6	Cc1ccc2c(c1)C(=O)C(=O)N2Cc1ccc(F)cc1	10	nt	-5	12	12	12	-4	9	3	-16	-7
7	COc1cc2c3nnc(-c4ccccc4)c-3cn(Cc3ccc(F)cc3)c2cc1OC	46	0	12	26	-24	27	5	19	-213	-18	9
8	COCC(C)n1c(C)cc(C(=O)CSc2nnc(-c3ccco3)o2)c1C (configuration not stated)	-8	nt	-5	75	-3	-4	5	-12	1	-3	-20
9	Cc1cc(N)n2nc(C(F)(F)F)nc2n1	4	4	-10	9	0	22	-5	20	10	-8	3
10	O=C1CCN(CCc2ccccc2)CCN1[C@H](COc1ccccc1)c1ccccc1	-3	-6	-5	0	5	0	nt	10	-9	-7	11
11	COC(=O)C1CSC(C(=O)OC)N1C(=O)Nc1c(C)cccc1C (configuration not stated)	3	-1	-4	1	2	-8	nt	5	5	-6	-17
12	Cc1c(C(=O)NCc2ccc(F)cc2)oc2ccc(S(=O)(=O)N3CCOCC3)cc12	11	-1	-2	32	3	-6	-10	9	-7	1	13
13	CC(C)(C)c1ccc2oc(=O)cc(-c3cccc(-c4ccc(C(F)(F)F)cc4)c3)c2c1	10	nt	-6	8	-12	-7	-6	-11	20	-1	2
14	COc1ccc(S(=O)(=O)N2CCN(CCc3ccccc3)CC2)c(OC)c1	4	-3	-15	14	14	0	-7	19	0	4	-12
15	CCO[C@H]1OC(C(=O)N2CCN(Cc3ccc4c(c3)OCO4)CC2)=C[C@@H](C(C)(C)C)[C@@H]1CCCO	9	-1	-4	3	0	-10	-9	-2	-7	1	14
16	O=C(/C=C/c1ccccc1)N1CCN(S(=O)(=O)c2ccc(F)cc2)CC1	26	1	7	9	11	-2	-16	10	6	-3	5
17	Cc1occc1C(=O)N/N=C/c1cccc2ccccc12	-400	-1	-8	-54	3	-90	10	-290	-11	7	-141
18	S=c1nccc(-c2cc(Cl)sc2Cl)[nH]1	10	1	0	11	24	12	8	20	-32	17	-5
19	Cc1noc2ncnc(Oc3ccc4ccccc4c3)c12	-27	0	-7	0	-2	2	nt	1	3	3	-4
20	FC(F)(F)c1cccc(-c2ccn3ncnc3n2)c1	-3	7	-2	6	-6	-1	-3	4	0	-4	-2
21	O=C(Nc1cccc(Cl)c1)C1CCCN(c2cnccn2)C1 (configuration not stated)	18	1	-16	-1	-4	-2	-5	-2	-6	-5	5
22	COCCOC(=O)C1=C(C)Nc2cc(=O)[nH]c(=O)n2C1c1cccc([N+](=O)[O-])c1 (configuration not stated)	5	6	-4	15	9	1	2	4	6	-6	12
23	CCCNc1nc2c(c(=O)n(C)c(=O)n2C)n1Cc1ccc(F)cc1	21	2	-5	72	7	-13	-13	5	-22	0	-5
24	Cc1c(C(=O)NCc2ccc3c(c2)OCO3)oc2ccc(S(=O)(=O)N3CCCC3)cc12	14	4	-5	-6	5	-4	-17	20	16	-21	13
25	Cc1noc(C)c1CSc1ccccc1C(=O)N(C)CC(=O)Nc1cccc(F)c1	-7	-1	-2	3	-4	-16	-2	-9	-8	14	-8
26	Cc1nc2c(c(C)nn2-c2ccccc2)c(C)c1Cl	-3	2	-6	3	7	9	2	20	-34	6	-2
27	COC(=O)c1ccc(OCC(O)CN(CCO)CCO)cc1 (configuration not stated)	-11	-2	-4	9	2	-3	-10	2	-11	6	1
28	O=C(Nc1ccc([N+](=O)[O-])cc1)c1cc(Cl)sc1Cl	-174	1	-16	-22	0	-14	1	-136	3	5	-13
29	O=[N+]([O-])c1ccc(N2CCCC2)cc1N1CCCC1	6	-3	-8	-4	1	-1	-2	-4	8	-5	3
30	CCCCOc1ccccc1NC(=O)c1ccc(=O)[nH]c1	5	-3	-7	-8	-8	3	-6	8	-4	3	-4
31	CC(C)C/C=C1\CCc2c([nH]c3ccccc23)C1=O	-222	1	-2	-80	7	-62	0	-254	-41	1	-41
32	Cc1cc(C)nc(N2CCC(C(=O)Nc3ccc(Oc4ccccc4)cc3)CC2)n1	25	-2	-9	4	-4	8	-18	11	-8	-2	-8
33	COc1ccc(C2CC(c3ccc(OC)c(OC)c3)=NN2C(=O)c2ccccc2)cc1 (configuration not stated)	8	-3	-20	13	-4	-7	28	-22	30	-24	-16
34	O=C1/C(=C/c2cccc(F)c2)Oc2cc(O)ccc21	-117	0	-89	-3	-3	-3	4	-115	-6	7	-33
35	CC1(CCc2ccccc2)NC(=O)N(CC(=O)Nc2ccccc2C#N)C1=O (configuration not stated)	12	-2	-3	7	11	21	2	1	-2	5	9
36	Cc1ccc(OCC(=O)NCCCNC(=O)c2ccncc2)cc1	-11	-1	-3	10	6	8	7	2	-3	-1	-18
37	CCOC(=O)NC(=O)c1cn(Nc2ncc(Cl)cc2C(F)(F)F)c(=O)[nH]c1=O	4	-1	-13	2	9	0	2	13	-27	7	-4
38	Cc1ccc(S(=O)(=O)N2C[C@H]3C(=O)C[C@@H](c4ccccc4)N(S(=O)(=O)c4ccccc4)[C@H]3C[C@H]2c2ccccc2)cc1	-8	nt	-3	13	nt	nt	15	19	18	-16	-11
39	Cc1nn(-c2ccccc2)c(Cl)c1C(=O)NCc1ccccc1F	-17	3	-4	1	13	0	-1	-25	11	-5	-37
40	O=S(=O)(c1ccc(F)cc1)N1CCCC1	4	1	-4	-5	3	-6	8	11	23	-3	-8
41	O=C(CSc1cccc[n+]1[O-])c1cccs1	5	1	14	11	-1	-3	15	12	14	-9	-28
42	CCC(Cc1ccccc1)NC(=O)CN(C)S(=O)(=O)c1ccc2c(c1)c(=O)n(C)c(=O)n2C (configuration not stated)	9	3	-7	6	-1	9	7	11	2	-12	-12
43	Cc1ccc(C(=O)Cn2c(C(=O)OCCO)cc3ccccc32)cc1	22	nt	-6	15	-2	17	-4	-20	4	-10	-67
44	CC1CCN(S(=O)(=O)c2ccc(NC(=O)Cn3nnc(-c4ccccc4)n3)cc2)CC1	26	-1	-3	26	-3	8	-3	18	-18	-15	-6
45	Cn1cccc1Cc1nnc(SCC(N)=O)n1-c1ccc(F)cc1	-7	-3	-2	-14	nt	3	1	8	4	-15	-1
